Screening results (PubChem)
GPR7 antag: human neuropeptides B/W receptor 1 antagonism | inhibition, % at 4.4 µM | GPR7-expressing cells, fluorescence antagonist assay | 1.1% of 290,000 active; in the data active = inhibition above about 16%, passing the limit was not always enough;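 also: cells stimulated with the agonist NPW; 0% = agonist with vehicle and 100% = vehicle without agonist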
NALP1 yeast inh: inhibitors of NALP1 inflammasome in yeast. S. cerevisiae NALP1/ASC/caspase-1 growth, X-gal OD620, 72 h. inhibition, % at 10 µM. 0.61% of 280,000 active. AID 2071; in the data active = inhibition mostly above about 24%, no sharp cut-off; inactive = mostly below about 32%; also: some compounds called inactive have numbers as strong as hits
MEKK2 WT-MEK5: raises or lowers MEK5 binding to wildtype human MEKK2 PB1 domain; bead flow cytometry, Alexa488-MEK5 binding to MEKK2 WT; actives lie on both sides; binding response (% of control), % at 10 µM; 1.1% of 290,000 active; in the data active = binding response below about 67% or above about 130%
GalR3 antagonist: antagonists of human GalR3 | O60755 | HEK293 GalR3-CNG cAMP membrane potential fluorescence; galR3 body fused to GalR1 C-terminus | inhibition, % at 3 µM | 0.44% of 360,000 active | AID 651719;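 active = inhibition above the screen-wide average plus 3 SD, cut at about 13% in these data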;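 also: forskolin and galanin both at EC90 stimulate the cells; cAMP rise reported by CNG channel membrane potential dye signal; 0% = forskolin plus galanin with DMSO and 100% = forskolin alone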
V1aR counter: V1a receptor agonism, counter-screen for OXTR agonists; activation, % at 3 µM; P37288; AID 2797; CHO-V1R cells, Fluo-8 calcium fluorescence, agonist mode; 0% DMSO, 100% 3 nM vasopressin; 0.25% of 320,000 active;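 active = activation above the mean activation of all tested compounds plus 3 SD, per screening run, cut at about 20% in these data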;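 also: signal is peak over basal fluorescence ratio across a 100 second FLIPR read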
Target sequence (P37288 whole entry, looked up): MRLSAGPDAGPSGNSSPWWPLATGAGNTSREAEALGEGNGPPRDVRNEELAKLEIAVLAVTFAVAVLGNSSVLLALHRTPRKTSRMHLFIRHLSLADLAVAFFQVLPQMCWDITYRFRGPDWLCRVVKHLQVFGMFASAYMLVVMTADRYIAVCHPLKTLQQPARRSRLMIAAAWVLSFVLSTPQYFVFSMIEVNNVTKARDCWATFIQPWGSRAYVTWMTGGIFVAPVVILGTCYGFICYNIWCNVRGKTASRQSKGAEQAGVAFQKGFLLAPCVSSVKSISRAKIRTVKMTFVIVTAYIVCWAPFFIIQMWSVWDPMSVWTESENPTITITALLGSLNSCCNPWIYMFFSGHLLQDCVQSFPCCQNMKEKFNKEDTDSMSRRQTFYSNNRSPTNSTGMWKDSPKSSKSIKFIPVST
PfM18AAP inh: blocks P. falciparum M18 aspartyl aminopeptidase; recombinant PfM18AAP, H-Glu-NHMec fluorogenic cleavage; inhibition, % at 7.35 µM; 1.2% of 290,000 active; AID 1822;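 active = inhibition above the campaign mean inhibition over all tested compounds plus 3 SD, cut at about 28% in these data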;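 also: 0% = plate median of test compound wells and 100% = 2 mM ZnCl2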
OXTR agonist: human OXTR agonism; P30559; CHO-OTR cells, Fluo-8 calcium fluorescence; normalized: DMSO 0%, oxytocin 100%; activation, % at 3 µM; 0.32% of 320,000 active;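 active = activation above the mean of all tested compounds plus 3 SD, cutoff set per screening run, cut at about 20% in these data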;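 also: peak over basal fluorescence ratio from a 100 s FLIPR kinetic read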
Target sequence (P30559 whole entry, looked up): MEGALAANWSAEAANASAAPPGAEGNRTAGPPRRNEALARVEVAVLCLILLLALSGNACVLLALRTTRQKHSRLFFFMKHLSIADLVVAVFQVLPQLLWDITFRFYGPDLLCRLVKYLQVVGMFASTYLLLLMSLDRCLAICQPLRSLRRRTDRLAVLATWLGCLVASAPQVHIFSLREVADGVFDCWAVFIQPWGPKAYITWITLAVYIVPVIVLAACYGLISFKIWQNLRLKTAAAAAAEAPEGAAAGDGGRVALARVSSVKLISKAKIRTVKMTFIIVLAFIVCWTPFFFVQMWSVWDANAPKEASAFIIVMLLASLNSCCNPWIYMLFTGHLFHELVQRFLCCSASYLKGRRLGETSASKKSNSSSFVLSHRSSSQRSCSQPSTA
OXTR potentiate: potentiates the human oxytocin receptor response; P30559; 0.061% of 320,000 active; CHO-OTR cells, Fluo-8 calcium fluorescence, potentiator mode; 0% = oxytocin EC15, 100% = EC100; activation, % at 3 µM;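 active = activation above that plate's cutoff, the mean activation of tested compounds plus 3 SD, cut at about 6.6% in these data, passing the limit was not always enough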;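 also: 100% uses oxytocin at 75 nM as the full agonist control; some results filed as inactive read as strong as hits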
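Assay system: CHO-OTR cells, human receptor / Also added: oxytocin at about EC15, sub-maximal agonist stimulus / Dosing: single dose, 3.0 µM nominal final compound concentration / Incubation: 6 min pre-incubation, 100 s read / Technique: Fluo-8 calcium dye fluorescence / Read-out: % activation vs EC15 and EC100 oxytocin / Benchmarks: EC15 oxytocin low, 75 nM oxytocin high / Replicates: singlicate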
MEKK2 mut-MEK5: signal of MEK5 binding to mutant human MEKK2 PB1 domain. bead flow cytometry, Alexa488-MEK5 binding to MEKK2 mutant. percent response, % at 10 µM. 0.35% of 290,000 active; in the data active = percent response above about 24%, passing the limit was not always enough; also: inactives centre near 1; some results filed as inactive read as strong as hits; reference of the scale not given here
Active calls of the source: *; x = no result given. Rows are unselected; about 4.1% have a hit in one of these screens.

entry	SMILES	GPR7 antag	NALP1 yeast inh	MEKK2 WT-MEK5	GalR3 antagonist	V1aR counter
1	CC(C)OC(=O)c1ccc(NC(=O)c2cncc(Br)c2)cc1	-1	10	100	1	5.6
2	Nc1[nH]nc2ncc3cc4ccccc4nc3c12	0	-4	88	0	-1.0
3	CCOC(=O)c1ccc(-c2csc(NC(=O)CN3CCC(C)CC3)n2)cc1	-17	5	97	-4	0.3
4	CCOc1ccc(NC(=O)c2nccnc2CO)cc1	1	27	109	-6	-0.4
5	O=C(NCCCN1CCN(Cc2ccccc2)CC1)C1CCN(S(=O)(=O)N2CCCC2)CC1	-9	23	109	-3	0.5
6	CCCN1C(=O)c2cc(C(=O)NCc3ccc(OC)cc3)ccc2C1O (stereo not drawn)	-7	15	101	-4	0.1
7	CC(=O)NS(=O)(=O)c1ccc2c(c1)C(=O)c1cc(S(=O)(=O)NC(C)=O)ccc1-2	12	25	-8.0*	-2	0.4
8	O=C(Nc1cccc(C(F)(F)F)c1)c1cc(-c2ccc(F)cc2)on1	-18	9	101	-4	2.1
9	CN(Cc1nc(Cc2ccccc2F)no1)CC1(N2CCOCC2)CCCCC1	7	-11	78	4	0.3
10	O=c1c2ccccc2nnn1CSc1ccc2c(c1)OCCO2	-6	-10	97	-2	0.1
11	Cc1cccc(NS(=O)(=O)c2c(C)[nH]c(C)c2C(=O)N2CCCC2)c1	-4	16	100	-7	0.7
12	COc1ccc(Cn2c(-c3ccc(OC)cc3)nc3c(c(=O)c4ccccc4n3C)c2=O)cc1	-8	35	94	x	1.2

entry	PfM18AAP inh	OXTR agonist	OXTR potentiate	MEKK2 mut-MEK5
1	-1	3.5	0	-8
2	6	-1.2	-8	-8
3	-1	-0.4	-2	-1
4	3	-0.4	2	6
5	-3	-1.2	-6	3
6	-8	0.5	1	2
7	-7	0.0	-17	-3
8	-12	-0.3	-13	0
9	-9	-0.3	7	-15
10	-3	-1.0	-15	-7
11	-6	0.0	-13	4
12	-2	1.8	-4	11

The results go on.
entry	SMILES	GPR7 antag	NALP1 yeast inh	MEKK2 WT-MEK5	GalR3 antagonist	V1aR counter
13	O=C(COc1ccc(Cc2ccccc2)cc1)c1ccc(F)cc1	1	38	101	-7	1.3
14	COc1cc(C)nc(NS(=O)(=O)c2ccccc2)n1	-13	17	107	-6	0.0
15	CCC(C)NC(=O)CN(c1ccc(OC)cc1)S(=O)(=O)c1ccc(NC(C)=O)cc1 (stereo not drawn)	-7	18	101	7	-0.5
16	COc1cc(/C=N/NC(=O)/C(=C\c2ccc([N+](=O)[O-])cc2)NC(=O)c2ccccc2)cc(OC)c1O	-6	22	107	5	-0.9
17	CCN1C(=O)[C@H]2[C@@H](c3ccc(-c4cc(C(C)=O)cs4)cc3)N3CCC[C@@]3(C(=O)OC)[C@H]2C1=O	x	x	x	3	-0.1
18	Cc1ccc(NC(=O)Cn2sc3nc(C)cc(C)c3c2=O)c(Cl)c1	-16	-19	101	12	5.6
19	COc1ccccc1NC(=O)NCCc1c[nH]c2ccccc12	-1	x	113	1	2.4
20	O=C(C[n+]1cccc(CNC(=O)c2ccc(OC(F)F)cc2)c1)Nc1ccc(F)cc1	-6	16	102	-5	0.2
21	COC(=O)NCc1cc2cc(Cl)ccc2[nH]1	-1	42	109	-7	0.5
22	C/C(CC(=O)Nc1ccc(C)c(Cl)c1)=N\NC(=O)Cc1ccccc1	-8	10	97	-4	-0.5
23	COc1ccc(CC(=O)NC(C)c2ccc3ccccc3c2)cc1 (stereo not drawn)	-2	19	107	-10	0.7
24	c1ccc2c(c1)ncn2CCC1CCCCC1	-17	6	92	-2	0.0

entry	PfM18AAP inh	OXTR agonist	OXTR potentiate	MEKK2 mut-MEK5
13	-6	1.1	-6	1
14	2	0.6	-8	18
15	3	0.3	-15	-2
16	29*	-1.2	-8	3
17	x	0.0	-3	x
18	67*	4.0	-7	1
19	-2	3.5	-1	21
20	-5	-2.1	-7	-3
21	-3	0.5	-8	3
22	-11	-0.8	-7	-2
23	-4	-1.5	-3	5
24	10	-0.5	-2	-3

Other results:
entry	SMILES	GPR7 antag	NALP1 yeast inh	MEKK2 WT-MEK5	GalR3 antagonist	V1aR counter
25	Cc1cc(=O)[nH]c(Nc2cccc(Br)c2)n1	0	-6	108	-9	2.0
26	Cc1cccc(C(=O)OCc2cc(=O)oc3c(C)c(C)ccc23)c1O	-12	9	103	x	1.2
27	Cc1ccc(S(=O)(=O)CCN2CCN(c3ccccn3)CC2)cc1	-5	-7	102	-3	-0.5
28	Cc1cccc(CS(=O)(=O)Cc2ccc(C(=O)NC(C)c3ccccc3)o2)c1 (stereo not drawn)	-6	11	97	-5	2.1
29	CC12CC(NC(=O)N1c1cccc(C(=O)NCc3ccccc3)c1)c1ccccc1O2 (stereo not drawn)	-12	-11	x	-4	-0.4
30	N#CCc1nc(CSc2nc3ccccc3s2)cs1	16*	13	96	0	0.7
31	CCCCN1CC2=C(C1=O)C(c1ccc(O)cc1)NC(=O)N2C (stereo not drawn)	-7	-13	98	0	-0.1
32	COc1ccc(C=O)cc1Oc1nc(Cl)ncc1F	1	1	103	-3	1.8
33	COC(=O)C1CSc2[nH]c(=O)sc2C1c1ccccc1 (stereo not drawn)	7	x	96	-4	3.5
34	O=C(NCCc1c[nH]c2ccccc12)C(=O)NCC1OCCCN1S(=O)(=O)c1cccs1 (stereo not drawn)	-9	10	91	-4	5.0
35	COc1ccc(OC)c(NC(=O)Cn2c(CCC(=O)O)ccc2-c2ccccc2)c1	-9	33	101	-2	-0.4
36	CCOC(=O)c1c(NC(C)=O)sc2c(O)c(Br)ccc12	3	10	75	-1	0.6

entry	PfM18AAP inh	OXTR agonist	OXTR potentiate	MEKK2 mut-MEK5
25	0	3.6	0	3
26	7	0.4	-5	5
27	5	-1.4	-12	0
28	0	1.1	-3	-1
29	9	-0.4	-13	x
30	-7	0.3	-2	-3
31	-1	0.7	-15	-7
32	5	1.4	2	-2
33	0	5.6	3	1
34	-5	2.4	-11	-12
35	-1	-0.2	-1	0
36	13	0.8	-5	-15

(next part)
entry	SMILES	GPR7 antag	NALP1 yeast inh	MEKK2 WT-MEK5	GalR3 antagonist	V1aR counter
37	CCN1CCCC1CNC(=O)c1ccc2c(c1)N(Cc1cccc(Cl)c1)C(=O)c1ccccc1S2(=O)=O (stereo not drawn)	14	1	122	-9	1.9
38	CCOC(=O)CNC(=O)N1CCCC(C(=O)c2cccc(Cl)c2)C1 (stereo not drawn)	-1	0	98	-5	0.3
39	Cc1cccn2c(=O)c3cc(S(=O)(=O)c4ccc(F)cc4)c(=N)n(Cc4ccco4)c3nc12	-14	-23	94	-1	-0.2
40	Cc1ccccc1S(=O)(=O)Cc1ccc(C(=O)NCCN2CCCCC2C)o1 (stereo not drawn)	-6	2	110	-1	0.0
41	O=C(CCNC(=O)c1ccco1)Nc1ccc(Cl)cc1	5	-13	x	-3	0.6
42	COC(=O)c1ccc2[nH]c(CO)c(-c3ccccc3)c2c1	-13	1	98	-9	3.2
43	O=C(Nc1ccc(F)cc1)NC1(C(=O)NCc2ccco2)CCCCC1	-2	9	99	-3	1.1
44	C#CCOC(=O)c1ccc(-n2cncn2)nc1	-7	42*	106	-5	-0.1
45	CCCCN1CC[C@H]2C=CC[C@@H](C(=O)N3CCOCC3)[C@H]2C1=O	x	x	100	-4	0.1
46	CC1(C)CC(=O)C2=C(C1)N(CC1CCCO1)C(=O)C2(O)C(F)(F)F (stereo not drawn)	-7	-12	96	-3	-0.1
47	O=C(O)c1ccc(N2C(=O)CC(SC(=NCc3ccc4c(c3)OCO4)Nc3ccccc3)C2=O)cc1 (stereo not drawn)	-6	x	100	-3	-0.7
48	CCOc1ccc(C2NC(=O)c3n[nH]c(C)c32)cc1 (stereo not drawn)	-6	-7	101	1	-0.4

entry	PfM18AAP inh	OXTR agonist	OXTR potentiate	MEKK2 mut-MEK5
37	3	2.1	-9	6
38	-15	-0.4	-1	-1
39	-7	-0.7	-3	-16
40	3	0.6	6	1
41	-13	0.9	-5	x
42	1	3.4	-11	0
43	4	0.4	-1	-4
44	-4	-0.7	-11	3
45	x	7.1	-7	3
46	-8	1.0	-2	-1
47	-11	-1.0	-5	4
48	1	-1.0	-3	4

Going on with the list.
entry	SMILES	GPR7 antag	NALP1 yeast inh	MEKK2 WT-MEK5	GalR3 antagonist	V1aR counter
49	C[C@H](NS(=O)(=O)c1c(Cl)cccc1Cl)C(=O)NNC(=O)COc1ccccc1F	x	x	x	-3	-0.2
50	O=C(/C=C/c1ccco1)NCc1ccco1	-1	2	103	-3	-1.1
51	Cc1cc(N2CCN(C)CC2)nc2ccc(NC(=S)N3CCN(c4ccc(Cl)cc4)CC3)cc12	4	11	137	-7	-1.0
52	O=C(CCc1ccccc1)NC(=S)NCc1ccco1	-12	14	97	3	1.8
53	CCOC(=O)Cc1csc(NC(=O)Nc2ccc(F)cc2)n1	-8	11	96	-4	9.8
54	Cc1ccc(C)c(/C=N/NC(=S)NCCc2ccccc2)c1	-25	12	102	-4	1.4
55	O=C(CN1CCN(c2ccccc2O)CC1)NC(c1ccccc1)c1ccccc1	-4	12	106	-11	1.1
56	CCOc1ccc(S(=O)(=O)NCc2ccc3c(c2)OCO3)cc1NC(C)=O	-21	5	111	1	1.2
57	O=S(=O)(c1ccccc1C(F)(F)F)N1CCOCC1	-10	-26	102	-1	0.5
58	CC(N=c1ccccn1C(=O)Nc1ccc(Cl)cc1)c1ccco1 (stereo not drawn)	-5	15	96	x	7.3
59	CC(NC(=O)c1ccccc1OC(F)F)c1ccc(-n2ccnc2)cc1 (stereo not drawn)	1	-2	104	-2	1.3

entry	PfM18AAP inh	OXTR agonist	OXTR potentiate	MEKK2 mut-MEK5
49	x	1.1	-7	x
50	7	-0.1	-7	-6
51	0	0.4	-2	19
52	3	-2.6	3	0
53	4	15	-17	-6
54	-4	-1.4	-16	-3
55	-2	-0.1	-7	25
56	-8	0.4	-1	9
57	5	-0.5	-15	2
58	3	11	-7	-5
59	-6	1.2	-3	14

2 records drawn at random from the list so far:
entry	SMILES	GPR7 antag	NALP1 yeast inh	MEKK2 WT-MEK5	GalR3 antagonist	V1aR counter
58	CC(N=c1ccccn1C(=O)Nc1ccc(Cl)cc1)c1ccco1 (stereo not drawn)	-5	15	96	x	7.3
59	CC(NC(=O)c1ccccc1OC(F)F)c1ccc(-n2ccnc2)cc1 (stereo not drawn)	1	-2	104	-2	1.3

entry	PfM18AAP inh	OXTR agonist	OXTR potentiate	MEKK2 mut-MEK5
58	3	11	-7	-5
59	-6	1.2	-3	14

Record cards, from the list above. Order of values: GPR7 antag, NALP1 yeast inh, MEKK2 WT-MEK5, GalR3 antagonist, V1aR counter, PfM18AAP inh, OXTR agonist, OXTR potentiate, MEKK2 mut-MEK5
O=C(/C=C/c1ccco1)NCc1ccco1 in the list: -1, 2, 103, -3, -1.1, 7, -0.1, -7, -6
O=S(=O)(c1ccccc1C(F)(F)F)N1CCOCC1 in the list: -10, -26, 102, -1, 0.5, 5, -0.5, -15, 2
O=C(CN1CCN(c2ccccc2O)CC1)NC(c1ccccc1)c1ccccc1 in the list: -4, 12, 106, -11, 1.1, -2, -0.1, -7, 25
